From PubChem BioAssay
IMP-1 inh – inhibitors of Pseudomonas aeruginosa IMP-1 metallo-beta-lactamase. purified IMP-1, nitrocefin hydrolysis, epi-absorbance fluorescence. inhibition, % at 5.6 µM. actives 0.45% (n = 290,000);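 active means inhibition above the mean plus 3 SD of all compounds in the same screening run, cut at about 4.5% in these data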;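 further: 0% = IMP-1 with DMSO and 100% = DMSO wells lacking enzyme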
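Test system: recombinant IMP-1 enzyme, purified / Medium: HEPES buffer pH 7.1 with ZnSO4 and Brij 35 / Doses: single dose, 5.6 µM / Times: 25 °C, 15 min preincubation, 25 min reaction / Detection: Epi-absorbance via hydrolysed-nitrocefin quenching of white-plate fluorescence, 480/530 nm, EDTA stop / Evaluation: percent inhibition from optical density relative to buffer-blank wells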
p-CIP stab down – lowers stability of the mouse p/CIP coactivator protein; Q05BA5; decrease of EGFP signal, % at 10 µM; F442A p/CIP-EGFP cells, EGFP fluorescence, 16 h; actives 0.01% (n = 290,000); AID 1984;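 active means EGFP signal decrease of at least 30% at 10 µM or well 3 SD below plate mean, unless failing retest; inactive means the rest, including hits failing retest or dose response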; further: some compounds called inactive have numbers as strong as hits; many of its hits are not listed in these tables
MEKK3 PB1 HTS – modulators (inhibitors or enhancers) of MEK5 binding to human MEKK3 PB1 domain | binding response (% of control), % at 10 µM | bead-based flow cytometry, Alexa488-MEK5 binding to MEKK3; actives lie on both sides; 0 = blocked by unlabeled MEK5, 100 = vehicle | AID 1529 | Q99759 | actives 1.4% (n = 290,000);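 active means binding response more than 3 SD above or below the average of its plate-row segment, actives on both sides; inconclusive means wells at one plate position flagged as instrument error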;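 further: Alexa488 bead fluorescence after subtracting the streptavidin-only scavenger bead signal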
VIM-2 inhibitor – inhibitors of Pseudomonas aeruginosa VIM-2 metallo-beta-lactamase; purified VIM-2, nitrocefin hydrolysis, epi-absorbance fluorescence; inhibition, % at 5.6 µM; actives 0.89% (n = 290,000);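 active means inhibition above the mean of all tested compounds plus 3 SD, cutoff set per screening run, cut at about 7.5% in these data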;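 further: red hydrolysis product quenches plate fluorescence so inhibitors raise well fluorescence; 0% = enzyme with DMSO and 100% = DMSO without enzyme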
NS3 helicase inh – inhibitors of Hepatitis C virus NS3 helicase; actives 0.56% (n = 290,000); inhibition, % at 10.9 µM; NS3 helicase DNA unwinding, Cy5 molecular beacon fluorescence;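 active means inhibition above the mean of all tested compounds plus 3 SD, set per campaign, cut at about 35% in these data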;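 further: 0% = DMSO wells and 100% = thioflavine S control wells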
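Measured by: Cy5 fluorescence, 0 and 60 min reads / Assay system: NS3 helicase fragment of HCV / Control set: low DMSO, high thioflavine S at 110 µM / Times: 1 h reaction at 25 °C, ATP-initiated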
UBC9 SUMO inh – inhibitors of human SUMOylation (UBC9); P63279; inhibition, % at 35 µM; HTRF SUMOylation assay, SAE1/SAE2 + UBC9, in vitro; actives 0.36% (n = 290,000); in the data active means inhibition above about 50%, passing the limit was not always enough; inconclusive means no clear call, values can overlap the other calls; further: strong numbers were not always called active
PHOSPHO1 block – inhibitors of human PHOSPHO1 phosphatase; Q8TCT1; recombinant PHOSPHO1, absorbance phosphatase assay; inhibition, % at 13.3 µM; actives 1.1% (n = 290,000); AID 1565; in the data active means inhibition above about 60%
FID counter – displaces DNA intercalator in HCV helicase counter-screen. DNA fluorescent intercalator displacement, fluorescence. inhibition, % at 7.9 µM. actives 0.17% (n = 290,000). AID 1845; in the data active means inhibition above about 37%;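 further: 0% = vehicle and 100% = reference compound; higher means more ethidium bromide displaced from hairpin DNA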
IDE cell activ – IDE (human) activation, cell-based; activation, % at 5.96 µM; actives 0.073% (n = 340,000); HEK cells, FAbeta-B cleavage, fluorescence polarization; 0% vehicle, 100% cell-free pure enzyme wells; AID 493087;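 active means activation above the mean of all tested compounds plus 3 SD, set per screening campaign, cut at about 17% in these data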
* = called active by the depositor; u = inconclusive; x = no result given. An excerpt (hit frequency here may not be typical).

SMILES | IMP-1 inh | p-CIP stab down | MEKK3 PB1 HTS | VIM-2 inhibitor | NS3 helicase inh | UBC9 SUMO inh | PHOSPHO1 block | FID counter | IDE cell activ
CCOC(=O)c1c(-c2ccccc2)csc1NC(=O)CSc1nncs1 | -1.2 | -4.3 | 102.0 | 0.2 | 4.3 | 1.2 | 9.1 | -4.8 | -3.1
CCSc1nc2c(c(=O)[nH]1)C(c1cccnc1)C(C(=O)OC)=C(C)N2 (stereo not given) | -0.1 | 2.8 | 118.0 | 1.9 | 39.2* | -11.6 | -17.6 | -15.8 | 2.3
CCCNC(=O)CS(=O)Cc1nc(-c2ccccc2C)oc1C (stereo not given) | -0.6 | -9.8 | 105.0 | -0.5 | 5.0 | 27.7 | -13.3 | -12.7 | -1.5
CC(C)CCN1C(=O)c2ccc(C(=O)Nc3cc(C(=O)O)cc(C(=O)O)c3)cc2C1=O | -0.5 | -20.1 | 106.0 | -2.0 | 4.2 | 2.7 | 39.0 | -15.9 | 2.7
CS(=O)(=O)N1CCc2cc(C(=O)Nc3ccc(O)cc3)ccc21 | -2.9 | 2.2 | 109.0 | -3.5 | 4.3 | 2.0 | 4.2 | 2.9 | 1.2
CN=C1S/C(=C\c2ccc(O)c(Br)c2)C(=O)N1C | -2.3 | -11.5 | 101.0 | 2.1 | -5.4 | -14.2 | 36.9 | -3.9 | -2.3
COc1ccc(OCCC(=O)Nc2ccc(S(N)(=O)=O)cc2)cc1 | -2.1 | 0.1 | 100.0 | -2.7 | -4.8 | 5.5 | 27.9 | -3.9 | 2.0
COc1cccc(/C=C(\C#N)c2nc3ccccc3[nH]2)c1OCC(=O)O | 0.0 | -1.2 | 101.0 | 0.6 | 9.2 | 6.2 | 50.6 | -18.4 | 2.7
CC(=O)Nc1ccc(C(=O)NNC(=O)Cc2ccccc2)cc1 | 0.9 | 2.0 | 85.0 | -1.8 | 20.4 | 15.0 | 51.2 | 2.0 | 7.2
Cc1ccc(C(=O)N/C(=C\c2cccc([N+](=O)[O-])c2)C(=O)NCc2ccncc2)cc1 | -1.1 | -6.4 | 75.0 | -1.0 | -1.0 | 7.2 | 10.8 | 2.8 | 4.2
Cc1ccc(S(=O)(=O)n2nc(C)cc2N)cc1 | -0.9 | -8.3 | 106.0 | -4.0 | 13.7 | 8.0 | 5.1 | -7.9 | 5.4
O=C(O)COc1ccccc1/C=N/NC(=O)c1cccc(S(=O)(=O)N2CCOCC2)c1 | -1.2 | -0.6 | 96.0 | -1.6 | 9.7 | -3.0 | 32.2 | -13.9 | 10.4
Cc1cc([N+](=O)[O-])nn1CCCC(=O)Nc1cccc(Cl)c1Cl | -2.2 | 8.0 | 105.0 | -2.3 | 10.3 | -5.8 | 20.5 | -1.5 | 5.3
O=C(Cc1cccs1)N(Cc1ccco1)C1(C(=O)NC2CCCCC2)CCCCC1 | -2.3 | -4.2 | 91.0 | -6.1 | 8.4 | 3.0 | 19.2 | -8.0 | 3.0
O=S(=O)(Cc1ccccc1)Nc1ccccc1 | -0.1 | 10.3 | 96.0 | -0.7 | 16.3 | -15.4 | x | -9.1 | -0.5
N[C@@H](Cc1ccccc1)c1nnc(SCc2ccccc2Cl)o1 | -0.4 | -0.2 | 107.0 | -1.3 | -17.1 | 17.5 | 10.5 | -2.6 | 1.8
O=C(NNC(=O)c1cccs1)c1ccc(S(=O)(=O)N2CCCCC2)cc1 | 0.5 | -0.2 | 91.0 | -0.1 | -2.0 | -5.1 | 8.3 | 3.2 | 3.8
O=C(OCc1nc2ccccc2c(=O)[nH]1)c1cccs1 | -4.5 | -7.0 | 109.0 | -3.1 | -1.2 | 7.9 | 12.8 | -2.6 | 3.3
O=C(/C=C/c1ccc(Cl)cc1Cl)c1cccnc1 | -3.2 | -3.6 | 97.0 | -2.8 | -10.4 | 4.3 | 37.0 | 2.8 | -9.2
Cc1cnc(NC(=O)c2ccccn2)s1 | -3.4 | -5.8 | 95.0 | -3.5 | -2.2 | 1.9 | 10.0 | 4.8 | 1.0
CCc1cc2c3c(c1)C1(C(=O)N3C(C)(C)C=C2C)C(C#N)=C(N)Oc2[nH]c(=O)[nH]c(=O)c21 (stereo not given) | -2.4 | 9.6 | 96.0 | -2.0 | 1.1 | 13.5 | -0.7 | -4.5 | -2.7
COc1ccc(C2NC(=O)CCC2[N+](=O)[O-])c(OC)c1 (stereo not given) | -5.6 | -3.9 | 98.0 | -3.1 | -0.7 | 7.3 | 13.5 | -6.8 | -3.8
COc1ccc(Cc2noc(CN3CCCN(Cc4ccc(F)cc4)CC3)n2)cc1OC | -3.8 | -4.3 | 105.0 | -4.0 | -9.2 | 10.0 | 1.2 | 8.2 | -2.8
CCCNC(=O)C/C(C)=N/NC(=O)C(=O)Nc1ccccn1 | -4.9 | 4.6 | 95.0 | -4.6 | 8.3 | -4.6 | -23.9 | -2.7 | -3.0
COc1ccccc1CNC(=O)C(=O)NCC1OCCN1S(=O)(=O)c1ccccc1 (stereo not given) | -2.3 | -11.3 | 102.0 | -0.8 | 8.5 | 15.6 | 28.7 | -26.3 | 0.9
COc1ccccc1NC(=O)COC(=O)c1ccc([N+](=O)[O-])s1 | -1.5 | -5.4 | 99.0 | -2.2 | 3.8 | -0.5 | 4.5 | 7.7 | 0.7
Cc1nn2c(COc3ccc(NC(=O)c4ccccc4)cc3)nnc2c2ccccc12 | -2.3 | -1.8 | 147.0* | -1.7 | -5.0 | 9.1 | 16.3 | 0.6 | 0.6
Cc1ccc(C(=O)OCC(=O)Nc2ccccc2Cl)c(O)c1 | 0.1 | -0.3 | 90.0 | 1.2 | 15.2 | 17.4 | 24.0 | -8.0 | 5.7
CCOc1ccc(/C=N/Nc2cc(N3CCOCC3)nc(C)n2)c(O)c1 | -4.3 | -6.1 | 100.0 | -4.3 | -33.8 | -16.3 | 34.0 | -4.3 | 3.9
Cc1ccc(C)c(N2CCN(C(=O)Cn3c(=O)oc4cc(S(=O)(=O)N5CCCC5)ccc43)CC2)c1 | -4.2 | -17.1 | 97.0 | -1.1 | 0.3 | -2.8 | 4.7 | -7.8 | 7.4
CC(=O)N1CCOc2ccc(S(=O)(=O)N(C)c3cccc(C)c3)cc21 | -3.5 | -9.6 | 100.0 | -3.6 | 5.5 | -12.7 | 15.4 | -30.6 | 3.5
O=[N+]([O-])c1ccc(N2CCN(c3ccc(F)cc3)CC2)cn1 | -0.4 | -12.0 | 100.0 | 0.7 | -4.5 | 11.1 | 27.9 | -9.7 | 0.5
C#CCOc1ccccc1CNc1ccccc1 | -1.5 | 2.4 | 91.0 | -2.6 | 0.1 | -14.8 | 6.9 | 3.1 | 4.8
COCC(C)NC(=O)c1ccc2c(c1)S(=O)(=O)c1ccccc1C2=O (stereo not given) | -3.5 | -0.1 | 97.0 | -3.2 | -1.1 | 12.1 | 27.6 | -4.0 | -6.8
N/C(=N\N=C/c1ccc(F)cc1)N/N=C\c1ccc(F)cc1 | -4.1 | -4.7 | 110.0 | -2.6 | -20.9 | -2.4 | x | 26.7 | -4.2
COc1ccc(C2NC(C(=O)O)Cc3c2[nH]c2ccccc32)cc1CN1CCN(c2ccc(F)cc2)CC1 (stereo not given) | -3.6 | 0.2 | 93.0 | -3.5 | -31.1 | 2.9 | -4.9 | -3.6 | 1.5

Records listed above shown as hits in MEKK3 PB1 HTS.
| Molecule | IMP-1 inh | p-CIP stab down | MEKK3 PB1 HTS | VIM-2 inhibitor | NS3 helicase inh | UBC9 SUMO inh | PHOSPHO1 block | IDE cell activ |
| --- | --- | --- | --- | --- | --- | --- | --- | --- |
| Cc1nn2c(COc3ccc(NC(=O)c4ccccc4)cc3)nnc2c2ccccc12 | -2.3 | -1.8 | 147.0* | -1.7 | -5.0 | 9.1 | 16.3 | 0.6 |

(list continues)
SMILES | IMP-1 inh | p-CIP stab down | MEKK3 PB1 HTS | VIM-2 inhibitor | NS3 helicase inh | UBC9 SUMO inh | PHOSPHO1 block | FID counter | IDE cell activ
Cc1c(O)c(CN2CCCCC2)cc2c3c(c(=O)oc12)CCC3 | -3.2 | -9.1 | 103.0 | 3.7 | 8.3 | u | 15.8 | -7.2 | 6.5
COc1ccc(NC(=O)c2nc[nH]c2C(=O)N(C)Cc2ccccc2)cc1 | x | 1.1 | 96.0 | x | x | 5.4 | 15.8 | x | -2.1
COc1cc(Cl)cc(C(=O)O)c1OCC(=O)O | 0.5 | -7.7 | 94.0 | 1.6 | 6.4 | 23.6 | 30.4 | 12.1 | 1.1
CC(C)C(C(=O)NCc1ccco1)N(C(=O)CNS(=O)(=O)c1ccccc1)c1ccccc1 (stereo not given) | -4.2 | -7.5 | 97.0 | -2.9 | -5.1 | 4.4 | 36.7 | -20.8 | 6.4
Cc1cc(S(=O)(=O)N2CCCC2)ccc1OCC(=O)N1CCOCC1 | -4.8 | 0.5 | 104.0 | -1.6 | 4.2 | -0.2 | -6.7 | 0.5 | 6.4
CCOC(=O)/C(C#N)=C1/C=Nc2ccccc2N1 | -5.2 | 1.4 | 102.0 | 0.8 | 11.4 | -18.6 | 15.2 | -1.6 | -1.8
O=C(O)c1ccoc1CN1CCCCC1 | -1.2 | -6.3 | 106.0 | 1.2 | -1.7 | 2.0 | 4.9 | -0.7 | 1.4
CC(C)n1c(SCc2ccc(Cl)cc2)nc2c1c(=O)[nH]c(=O)n2C | -1.4 | -10.3 | 108.0 | -0.6 | -0.2 | 13.9 | -1.3 | -8.0 | 0.2
CCOC(=O)C(NC(=O)CCC(=O)Nc1ccc(S(N)(=O)=O)cc1)C(O)c1ccccc1 (stereo not given) | -2.5 | 0.1 | 94.0 | -0.2 | 1.3 | 20.5 | -4.9 | -2.0 | x
O=C(CC1C(=O)NCCN1CC1CCCCC1)NCCCN1CCOCC1 (stereo not given) | -3.6 | 2.1 | 100.0 | -2.1 | -5.2 | 14.1 | 37.7 | -7.2 | 4.4
COc1ccc(C(c2nnnn2CS(=O)(=O)c2ccc(C)cc2)N2CCN(Cc3ccccc3)CC2)cc1 (stereo not given) | -1.5 | x | 103.0 | -0.7 | -3.6 | x | x | -5.3 | 0.7
COC(=O)COc1ccc2c(-c3ccc(OC)cc3)cc(=O)oc2c1 | -2.1 | -5.3 | 104.0 | -1.7 | 0.2 | 17.5 | 9.1 | -5.3 | 1.6
O=C(CCC1CCCN(C(=O)Cn2cnnn2)C1)NCc1ccccc1F (stereo not given) | -0.9 | 4.4 | 91.0 | -0.2 | -4.7 | 20.9 | -20.2 | -0.6 | 4.5
COc1ccc(C2C(C(=O)O)CCC(=O)N2c2ccc(C)cc2)cc1OC (stereo not given) | -2.6 | -2.2 | 110.0 | -3.2 | 9.4 | 25.1 | 18.8 | 0.0 | 9.1
